Compound activity from PubChem BioAssay.
AddAB inh: growth inhibition of E. coli expressing H. pylori AddAB, primary screen, AddAB inhibitor project, absorbance. actives 0.29% (n = 330,000). inhibition, % at 11.9 µM; in the data active = inhibition above about 12%;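 also: 0% = vehicle wells of infected cells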
Mot1-301 SUMO: yeast Mot1-301 growth rescue at high temperature, primary screen, SUMOylation pathway inhibitor project, S. cerevisiae, ATP luminescence, 38.5C; S. cerevisiae Mot1-301 growth rescue; percent above DMSO median, 100 means doubled; growth rescue, % at 18.8 µM; actives 1% (n = 320,000);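 active = every valid replicate shows activation above 250% relative to neutral control wells; inactive = the rest, any valid replicate at or below 250%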;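 also: OY570 slx delta 5 strain wells were the positive control but not used for scaling; some compounds called inactive have numbers as strong as hits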
E coli growth: E. coli V3065 growth inhibition, primary screen, counter-screen for AddAB inhibitor project, absorbance, OD600; actives 0.27% (n = 330,000); 18 h; inhibition, % at 11.9 µM;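 active = inhibition above the campaign's mean inhibition across all tested compounds plus 3 SD, cut at about 9.9% in these data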;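 also: uninfected addAB+ strain grown without phage in ampicillin broth; 0% = DMSO wells and 100% = ciprofloxacin 0.95 µg/ml wells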
* marks the source's active call; other numbers are inactive results; i = inactive.

no.	compound	AddAB inh	Mot1-301 SUMO	E coli growth
1	S=C(NCCNCc1ccccc1)NC1CCCCC1	98*	-3	98*
2	COCOc1ccc(-c2cc(=O)c3c(OCOC)cc(OCOC)cc3o2)cc1	2.5	41	0.3
3	Cc1ccc(C2c3c(oc4ccc(Cl)cc4c3=O)C(=O)N2CCCN2CCOCC2)o1 (stereo not drawn)	-1.9	-15	-3.0
4	COC(=O)C1=C(C)N(CCc2cc(OC)c(OC)c(OC)c2)C(=O)N[C@H]1c1cccs1	-0.8	-5	0.5
5	CC(=O)C1=NN(c2ccccc2)C(c2cccs2)N1c1ccccc1 (stereo not drawn)	3.2	7	1.1
6	O=C(O)C1Nc2ccc(OC(F)(F)F)cc2C2C=CCC12 (stereo not drawn)	2.5	3	-1.4
7	CCOCC(=O)Nc1cc(C(=O)NCCC(C)C)ccc1Cl	1.0	14	0.2
8	COc1ccc2[nH]c(C(=O)NCCN3CCCCC3)cc2c1	7.7	-14	-0.7
9	COc1ccccc1N=c1c2c([N+](=O)[O-])cc([N+](=O)[O-])cc2n(O)n1-c1ccccc1OC	3.1	32	0.8
10	COC(=O)C/C=C/[C@@H](C)[C@@H](/C=N/OCC[C@@H]1C=C[C@H](OC(C)=O)[C@@H](COC(C)=O)O1)NS(=O)(=O)c1ccc(C)cc1	3.1	2	-0.5
11	O=C(c1ccc(Cl)nc1)c1cccs1	4.9	13	-2.3
12	O=C1N=C(C=c2ccc(=Cc3[nH]c(=O)[nH]c3O)cc2)C(=O)N1	-0.2	0	-0.5
13	Cc1sc2nc(CN(CCc3ccccc3)C(=O)c3ccco3)[nH]c(=O)c2c1C	2.4	1	-3.6
14	Cn1c(=O)c2c(nc(SCC(=O)c3ccccc3F)n2C)n(C)c1=O	2.6	-9	-0.1
15	Cc1nn(C)c(C)c1NC(=O)c1cnn2c(C(F)F)cc(-c3ccccc3)nc12	1.0	-9	0.9

Three structures from above, ordered by SMILES length, falling:
no.	compound	AddAB inh	Mot1-301 SUMO	E coli growth
9	COc1ccccc1N=c1c2c([N+](=O)[O-])cc([N+](=O)[O-])cc2n(O)n1-c1ccccc1OC	3.1	32	0.8
3	Cc1ccc(C2c3c(oc4ccc(Cl)cc4c3=O)C(=O)N2CCCN2CCOCC2)o1 (stereo not drawn)	-1.9	-15	-3.0
8	COc1ccc2[nH]c(C(=O)NCCN3CCCCC3)cc2c1	7.7	-14	-0.7

More records
no.	compound	AddAB inh	Mot1-301 SUMO	E coli growth
16	CC(=O)c1cc2c(cc1NC(=O)c1ccc(C)cc1)OCO2	1.3	98	3.4
17	COC(=O)c1ccc2c(c1)NC(=O)C1CCCN21 (stereo not drawn)	0.6	-13	-2.1
18	CCc1c(C)c(C#N)c2nc3ccccc3n2c1N1CCN(c2cc(C)ccn2)CC1	-0.5	2	0.1
19	O=C(Nc1cc(N2CCOCC2)ncn1)NC1(C(F)(F)F)Oc2ccc(Cl)cc2O1 (stereo not drawn)	1.9	9	-1.4
20	COc1ccc2nc(NC3=NC(C(=O)Nc4ccc(C)cc4)CC(=O)N3)nc(C)c2c1 (stereo not drawn)	-0.4	11	-2.3
21	CCOC(=O)C1=C(C)NC(SCC(=O)O)=NC1c1ccccc1 (stereo not drawn)	0.7	112	-1.0
22	COC(=O)CC1C(=O)NC(C)=C1C(=O)OC (stereo not drawn)	-0.6	0	0.9
23	O=C1CN2Cc3c(ccc(Cl)c3Cl)N=C2N1	-1.3	8	0.3
24	Cc1ccc(C2=NN(CCC(=O)NCCC(C)C)C(=O)CC2)cc1	3.2	-4	-0.5
25	Cc1ccc(-n2c(C)cc(/C=C3/SC(=O)N(CC(=O)N4CCOCC4)C3=O)c2C)nc1	2.0	-14	1.2
26	Cc1sc2c(c1C)C(=O)NC(c1cccc(O)c1)N2 (stereo not drawn)	0.8	-11	-0.8
27	Cc1ccnc(NC(=O)CSc2nnc3c(n2)[nH]c2ccccc23)c1	2.7	16	2.2
28	COc1ccc2c(c1)[C@H]1[C@H](CO2)[C@H](c2ccccc2)[C@]2(C)C(=O)N[C@@H](C)C(=O)N12	0.8	2	0.4
29	COc1cc2c(cc1NC(=O)COC(=O)c1ccccc1)oc1ccccc12	-1.0	-1	1.3
30	CC(=O)O[C@H]1CC[C@]2(C)[C@H]3CC=C4[C@@H]5[C@@H](C)[C@H](C)CC[C@]5(C(=O)O)CC[C@@]4(C)[C@]3(C)CC[C@H]2C1(C)C	3.2	-19	0.0

In another format: 2 of the compounds above.
[27] Cc1ccnc(NC(=O)CSc2nnc3c(n2)[nH]c2ccccc23)c1
[28] COc1ccc2c(c1)[C@H]1[C@H](CO2)[C@H](c2ccccc2)[C@]2(C)C(=O)N[C@@H](C)C(=O)N12
assay / entry,27,28
AddAB inh,2.7,0.8
Mot1-301 SUMO,16,2
E coli growth,2.2,0.4

Going on with the list:
no.	compound	AddAB inh	Mot1-301 SUMO	E coli growth
31	COc1cc(/C=C2\SC(=Nc3ccc(F)cc3)N(c3ccc(F)cc3)C2=O)ccc1OCC(=O)O	2.7	-6	0.2
32	Oc1c(Br)cc(/C=N/n2c(-c3ccccc3)n[nH]c2=S)c(Br)c1O	2.6	176	1.8
33	CC1=CC(=O)c2c(O)ccc(O)c2C1=O	2.4	-17	-0.7
34	CCCc1cc(=O)oc2c3c(c(Cl)cc12)OCN(CCCO)C3	-0.9	2	2.6
35	OC(COc1ccc(-c2ccccc2)cc1)CN1CCOCC1 (stereo not drawn)	0.2	15	0.2
36	C#CCOCCOCCOCCNc1nc(N2CCN(C(=O)[C@H](Cc3cc4ccccc4[nH]3)n3cc([C@@H](N)C(C)CC)nn3)CC2)nc(N2CCN(C(=O)[C@H](Cc3cc4ccccc4[nH]3)n3cc([C@@H](N)CC(C)C)nn3)CC2)n1 (stereo partly drawn)	-0.3	2	-0.1
37	COc1cc(/C=N/NC(=O)c2ccc3nc[nH]c3c2)cc(OC)c1OC	3.3	-2	0.8
38	CCOC(=O)N1CCC(N2C(=O)c3ccccc3C2Nc2ccc(S(=O)(=O)N3CCCCC3)cc2)CC1 (stereo not drawn)	6.4	-1	0.1
39	CC(=O)Nc1cccc(C2=CC(c3ccco3)n3ncnc3N2)c1 (stereo not drawn)	-1.2	6	-2.4
40	O=C(Cn1nnc(-c2ccc(N3CCOCC3)cc2)n1)N1CCOCC1	0.7	6	-1.1
41	COc1ccc(-c2nn(-c3ccccc3)cc2/C=N/Nc2ccccn2)cc1	1.4	35	1.0
42	Cc1c(Br)c([N+](=O)[O-])nn1CC(=O)Nc1ccc(CC#N)cc1	0.9	46	1.9
43	C1CNCCNCCCNCCNC1	i	11	0.4
44	O=C(c1cccc([N+](=O)[O-])c1)c1ccc2c(c1)C(=O)N(c1c[nH]c(=O)[nH]c1=O)C2=O	1.7	5	-1.5
45	CCN1CCN(c2nc(-c3ccncc3)nc3ccccc23)CC1	1.8	8	-1.8

(next part)
no.	compound	AddAB inh	Mot1-301 SUMO	E coli growth
46	CCn1c(-c2cc(-c3ccc(C)c(C)c3)nc3ccccc23)n[nH]c1=S	1.4	9	1.8
47	COc1cc(CCN2C(=O)N[C@@H](c3cccc(C(F)(F)F)c3)C(C(C)=O)=C2C)cc(OC)c1OC	-1.3	-12	0.2
48	CCOc1cc(/C=N/NC(N)=O)ccc1OC(=O)c1ccc(C)cc1	3.1	1	-1.1
49	O=C1CC(NCCC2=CCCCC2)C(=O)N1c1cccc(Cl)c1Cl (stereo not drawn)	0.8	34	-2.9
50	CC1(C)Cc2c(c(N3CCCC3)[nH]c(=S)c2C#N)CO1	0.8	257	-1.6
51	C=CCn1c(=O)/c(=C2/Sc3ccccc3N2CC)s/c1=C1/C(=O)NN=C1C	-1.0	18	-3.1
52	c1coc(C2Nc3cccc4cccc(c34)N2)c1	0.5	-6	-1.2
53	COc1cccc(C2C3=C(CCCC3=O)NC3=C2C(=O)c2ccccc23)c1 (stereo not drawn)	3.5	-2	0.2
54	COCCNS(=O)(=O)c1ccc2c(c1)oc(=O)c1cc(S(=O)(=O)NCCOC)ccc12	-3.1	2	-1.1
55	CC(NC(=O)CCN1N=C(c2ccccc2)CCC1=O)c1ccc2c(c1)OCCO2 (stereo not drawn)	-0.8	-28	-1.6
56	CCCOc1ccc(C(=O)CCC(=O)OCC(=O)Nc2ccc(Oc3ccccc3)cc2)cc1	3.1	5	-1.6
57	COCc1cc(=O)[nH]c(Nc2nc(C)c3cc(OC)ccc3n2)n1	2.0	-12	3.0
58	CNC(=S)N(CCc1c(C)[nH]c2ccc(Cl)cc12)Cc1cccs1	3.3	-7	2.1
59	Cc1ncc(CO)c(/C=N/NC(=O)c2ccc(Br)cc2)c1O	1.2	0	-4.9
60	Cc1ccc(CN2CCN(CC(=O)N3CCc4ccccc4C3)C2=O)cc1	2.9	1	-0.3

By substructure: the compounds so far with an aryl thioether with sulfur outside any ring
no.	compound	AddAB inh	Mot1-301 SUMO	E coli growth
14	Cn1c(=O)c2c(nc(SCC(=O)c3ccccc3F)n2C)n(C)c1=O	2.6	-9	-0.1
27	Cc1ccnc(NC(=O)CSc2nnc3c(n2)[nH]c2ccccc23)c1	2.7	16	2.2

Additional entries
no.	compound	AddAB inh	Mot1-301 SUMO	E coli growth
61	CC(=O)Cc1nsc(NC(=O)c2ccc(-c3ccc(Cl)c(C(F)(F)F)c3)o2)n1	0.3	-7	0.3
62	CCOC(=O)c1c(C)[nH]c(C(=O)OCC(=O)c2c(N)n(C)c(=O)n(C)c2=O)c1C	4.3	6	-1.3
63	CC(C)(C)OC(=O)N1CCC2(CC1)Oc1ccc(F)cc1C(=O)C21CC(c2ccc(Cl)cc2)=NO1 (stereo not drawn)	0.5	-25	-0.4
64	O=c1[nH]c(/C=C/c2ccc3c(c2)OCO3)c([N+](=O)[O-])c(=O)[nH]1	4.0	1	0.7
65	CC(=O)OC[C@H]1O[C@H](C/C=N/O[C@@H](C)c2cn([C@H](CO)Cc3ccccc3)nn2)C=C[C@@H]1OC(C)=O	2.2	5	3.5
66	O=C(c1ccc(Cl)cc1[N+](=O)[O-])N(Cc1ccccc1)Cc1ccccc1	1.5	14	0.3
67	Cc1nn(C)c(C)c1S(=O)(=O)N(CC(=O)NCc1ccco1)c1ccc(C(C)C)cc1	-0.8	7	0.2
68	Cc1ccc(/C=N/N(C)C2=NS(=O)(=O)c3ccccc32)o1	3.4	-12	-0.6
69	CN=c1scc(-c2ccccc2Br)n1/N=C/c1ccc[nH]1	5.6	-18	1.7
70	CCCc1nc(SCC(=O)N2CCCCCC2)c2c(=O)n(C)c(=O)n(C)c2n1	-0.4	-10	-0.3
71	COc1cc2cc(CN(Cc3cccs3)C(=S)Nc3cccc(C)c3)c(=O)[nH]c2cc1OC	2.3	35	3.2
72	Brc1ccccc1OCCCCCN1CCCC1	2.5	100	3.0
73	O=C(OCC1O[C@@H](OC(=O)c2cc(O)c(O)c(O)c2)[C@@H](OC(=O)c2cc(O)c(O)c(O)c2)[C@@H](OC(=O)c2cc(O)c(O)c(O)c2)[C@@H]1OC(=O)c1cc(O)c(O)c(O)c1)c1cc(O)c(O)c(O)c1 (stereo partly drawn)	28*	-4	24*
74	CCCN(CCC)c1nc(C)cc(C(C#N)c2nc3ccccc3o2)n1 (stereo not drawn)	0.3	5	-0.7
75	O=C(Nc1nc2ccccc2n1CCN1CCCCC1)c1ccc(Cl)cc1	0.8	-13	-5.1

New compounds follow.
no.	compound	AddAB inh	Mot1-301 SUMO	E coli growth
76	C/C=C/C=C/[C@H]1Cc2cc(O)cc(O)c2O1	1.0	-5	-5.0
77	O=[N+]([O-])c1cccc(-c2nc(Oc3ccc(Cl)cc3)c3ccccc3n2)c1	3.9	9	1.4
78	Oc1ccc(O)cc1	-1.6	18	0.6
79	CC(C)(C)OC(=O)NCCCCC1=CC2=CC(=O)C(C)(OC(=O)c3cnc4ccccc4n3)C(=O)C2=CO1 (stereo not drawn)	0.2	188	1.2
80	Cn1c(=O)c2c(-c3ccc(OC(F)F)cc3)cc(-c3ccccc3)nc2n(C)c1=O	-3.3	-8	-0.5
81	CC(C)(C)c1ccc(/C([O-])=C(/C(=S)NCc2ccco2)[n+]2ccccc2)cc1	2.4	13	-0.2
82	CC(C)c1ccc(C2C(C#N)=C(N)N3C(=C2C#N)Sc2ccccc23)cc1 (stereo not drawn)	4.0	-11	-0.7
83	COc1ccc(C)c2sc(NNC(=O)COc3ccccc3)nc12	5.3	-13	1.9
84	Cc1ccc(NC(=O)CSc2nnc(-c3cccs3)o2)cc1S(=O)(=O)N(C)C	-0.5	36	0.1
85	Cc1cc(C)nc(-n2nc(C)cc2NC(=O)c2ccc(S(=O)(=O)N3CCOCC3)cc2)n1	-0.7	2	-0.5
86	CCOC(=O)c1c(NC(=S)Nc2ccccc2)sc2c1CCN(CCc1ccccc1)C2	4.2	1	-2.5
87	CCOC(=O)c1c(NC(=O)CSc2nnc(C)c(=O)[nH]2)sc(C)c1C	1.2	-13	-1.6
88	CC(C)c1cccc(C(C)C)c1NC(=O)c1ccc(OCC(=O)NCc2ccccc2)cc1	5.4	2	-0.7
89	COC(=O)/C=C/C(=O)N1CCN(c2cccc(Cl)c2)CC1	0.0	-14	-0.7
90	O=S(=O)(Cc1ccccc1)N1CCc2ccccc21	1.0	13	2.8

Additional entries
no.	compound	AddAB inh	Mot1-301 SUMO	E coli growth
91	N#C/C(=C/c1ccc(Br)o1)C(N)=S	0.3	4	-0.2
92	O=C1CCC(C(=O)O)(c2ccccc2)C1 (stereo not drawn)	2.4	-8	0.5
93	COc1cc(C#N)c(NC(=S)N2CCOCC2)cc1OC	-0.9	7	-1.7
94	CCC(CC)C(=O)Nc1cc(Cl)ccc1C	1.2	-7	-1.1
95	Cc1c2cnn(CC(=O)N3CCN(c4ncccn4)CC3)c(=O)c2c(C)n1Cc1ccc(F)cc1	0.3	1	4.0
96	COc1c(N2CCNC(C)C2)c(F)cc2c(=O)c(C(=O)O)cn(C3CC3)c12 (stereo not drawn)	100*	-24	102*

A portion of the library; the hit share may differ from the screen's.
